TrxR1 substrate: is turned over as a substrate by rat TrxR1. purified TrxR1 substrate turnover, NADPH consumption readout. O89049. 390,000 tested, 0.01% active. AID 588456. Potency, µM (top dose mostly 114 µM), for the others: at the highest dose activity change, negative = substrate turnover; further: potency means the concentration at half of the fitted maximal effect; on the % scale 0 is the no-effect control and ±100 the full control effect; nearly all actives have a fitted effect of over 50% in size
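Rat TrxR1, dispensed at 90 nM, was prereduced with 400 uM NADPH (final) for 5 min at ~22 deg C, then incubated with compound 15 min before 400 uM selenite. A first-read NADPH fluorescence drop versus no-compound background flagged substrates.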
TRHR agonist: agonists of human TRH receptor; P34981; TRHR cells, calcium flux fluo-8, FDSS agonist mode; activation, % at 2 µM; 360,000 tested, 0.18% active; AID 493084; in the data active means activation above about 30%; further: 0% is about no effect
Target sequence (P34981 whole entry, looked up): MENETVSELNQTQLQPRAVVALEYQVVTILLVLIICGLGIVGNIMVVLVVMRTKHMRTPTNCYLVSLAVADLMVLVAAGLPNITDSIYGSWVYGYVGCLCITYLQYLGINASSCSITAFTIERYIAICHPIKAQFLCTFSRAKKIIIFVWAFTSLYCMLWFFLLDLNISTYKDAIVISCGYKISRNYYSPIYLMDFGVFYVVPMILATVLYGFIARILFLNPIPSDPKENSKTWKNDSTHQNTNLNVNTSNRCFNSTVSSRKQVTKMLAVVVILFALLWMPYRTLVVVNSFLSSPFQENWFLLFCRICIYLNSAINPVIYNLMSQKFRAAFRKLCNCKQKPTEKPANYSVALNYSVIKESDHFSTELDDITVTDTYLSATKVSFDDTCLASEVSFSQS
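Fluo-8-loaded TRHR cells; 10 s baseline, compound added, kinetic Ca2+ fluorescence read 1/s, agonist mode.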
Pin1 inhibitor: blocks the human prolyl isomerase Pin1; Q13526; Pin1 FP peptide displacement, HiFluor488, 10 min; Potency, µM (doses to about 115 µM), for inactives: at the top dose activity, negative = inhibition, actives largely listed as inhibitors; 390,000 tested, 0.009% active; active means well fitted inhibition curve with a large enough effect in the polarisation, with a control signal flat, not every such curve was filed as active; inconclusive means small, poorly fitted or top-dose-only effect, or effect the other way, or a change in a side signal; inactive means no such curve, though single readings can be large or run the other way; the % refers to the polarisation; further: potency means the concentration at half of the fitted maximal effect; on the % scale 0 is the no-effect control and ±100 the full control effect
Target sequence (Q13526 whole entry, looked up): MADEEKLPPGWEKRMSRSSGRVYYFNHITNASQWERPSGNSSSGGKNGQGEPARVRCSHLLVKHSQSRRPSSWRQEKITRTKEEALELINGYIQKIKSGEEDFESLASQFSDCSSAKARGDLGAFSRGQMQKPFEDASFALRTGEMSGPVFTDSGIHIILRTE
D2 agonist: agonists of human D2 dopamine receptor. HEK293 T-REx D2 cells, calcium flux agonist mode. activation, % at 2 µM. 340,000 tested, 0.53% active;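 active means activation over 3 SD above normal in the single-dose calcium agonist read, cut at about 30% in these data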; further: 0% is about no effect
Target sequence (P14416 whole entry, looked up): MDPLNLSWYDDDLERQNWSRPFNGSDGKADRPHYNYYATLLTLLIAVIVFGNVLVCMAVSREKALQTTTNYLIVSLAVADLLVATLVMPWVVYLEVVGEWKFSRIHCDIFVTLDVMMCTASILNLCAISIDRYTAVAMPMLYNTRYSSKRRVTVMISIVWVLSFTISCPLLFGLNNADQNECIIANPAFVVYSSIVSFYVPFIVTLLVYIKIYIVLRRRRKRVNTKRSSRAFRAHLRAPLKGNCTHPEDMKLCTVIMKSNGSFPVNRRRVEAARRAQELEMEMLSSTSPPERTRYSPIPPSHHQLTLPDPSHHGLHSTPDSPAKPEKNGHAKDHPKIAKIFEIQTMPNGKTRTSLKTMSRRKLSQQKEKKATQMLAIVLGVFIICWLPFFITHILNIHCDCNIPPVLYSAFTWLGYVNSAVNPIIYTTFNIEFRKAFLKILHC
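Tetracycline-induced HEK293 Trex cells with D2 receptor force-coupled to calcium signaling, plated overnight at 30 C and loaded with no-wash calcium dye. Calcium flux read kinetically for 180 s after compound addition; responses flag agonists.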
TRHR enhancer: allosterically enhances the human TRH receptor. P34981. TRHR cells, fluo-8 calcium fluorescence, EC20 TRH enhancement. enhancement, % at 2 µM. 360,000 tested, 0.66% active. AID 493056; in the data active means enhancement above about 30%; further: 0% is about no effect
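Enhancer read-out: after compound pinning and an initial kinetic agonist-mode read, an EC20 of TRH (10 nM final) was injected and fluo-8 calcium signal (Ex 480/Em 530) followed at 1 s/cycle for 100 cycles in TRHR-expressing cells.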
D2 antag: antagonizes the human D2 dopamine receptor | P14416 | HEK293 TREx D2 cells, calcium flux, dopamine EC80 | inhibition, % at 10 µM | 340,000 tested, 2% active; in the data active means inhibition above about 30%; further: 0% is about no effect
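Compounds are added to dye-loaded, induced HEK293 T-REx cells coupled to calcium release via D2; after a 3 min kinetic read an EC80 dopamine stimulus is given and fluorescence is recorded for 3 more min.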
USP1 inh: USP1/UAF1 (human) deubiquitinase inhibition; O94782; recombinant USP1/UAF1, Ub-Rhodamine cleavage fluorescence; Potency, µM (top dose mostly 57.1 µM), for the others: at the top dose activity change, negative = inhibition, actives largely listed as inhibitors; 390,000 tested, 0.23% active; AID 743255; further: potency means the concentration at half of the fitted maximal effect; on the % scale 0 is the no-effect control and ±100 the full control effect; nearly all actives have a fitted effect of over 60% in size; inactives centre near -12
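1 nM enzyme complex + cpd, 15 min RT; start with Ub-Rho 150nM final; kinetic fluorescence ex 480/em 540, 6 reads q60 s. Buffer 50mM HEPES pH 7.8, 0.5mM EDTA, 0.1 mg/ml BSA, 1mM TCEP, 0.01% Tween-20.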
IDH1 R132H inh: blocks human mutant IDH1 R132H enzyme | AID 602179 | Potency, µM (top dose mostly 76.6 µM), without a hit: at the highest dose activity change, negative = inhibition, hits mostly inhibitors | IDH1-R132H enzyme, NADPH consumption, diaphorase/resazurin fluorescence | O75874 | 390,000 tested, 0.093% active; further: potency means the concentration at half of the fitted maximal effect; on the % scale 0 is the no-effect control and ±100 the full control effect; nearly all actives have a fitted effect of over 65% in size
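IDH1-R132H (0.5 ug/mL) preincubated 30 min with compound, then NADPH (0.016 mM) and alpha-KG (2 mM) added; 80 min at RT, pH 7.5. Remaining NADPH coupled via diaphorase/resazurin to fluorescence (540/590 nm); concentration-response curves normalized to no-enzyme control.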
rTrxR1 inhibitor: inhibitors of rat thioredoxin reductase 1 | Potency, µM (top dose mostly 114 µM), inactives show top-dose activity change, negative = inhibition, usual class: inhibitors | 390,000 tested, 1% active | O89049 | recombinant rTrxR1, NADPH fluorescence consumption, selenite substrate | AID 588453; further: potency means the concentration at half of the fitted maximal effect; on the % scale 0 is the no-effect control and ±100 the full control effect; nearly all actives have a fitted effect of over 65% in size
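Rat TrxR1 (90 nM in the dispensed reagent) was pre-reduced with 400 uM NADPH for 5 min at room temperature, then incubated with compound for 15 min. After 400 uM selenite was added, NADPH fluorescence (Ex 340/Em 450 nm) was followed for 8 min.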
Numbers without * were called inactive; [ ] = dose if it differs, or a comment. Unless noted, the call rests on the fitted dose curve; in most records, active means well fitted inhibition curve with a large enough effect; inconclusive means small, poorly fitted or top-dose-only effect; inactive means no such curve, though single readings can be large or run the other way. A portion of the library. The share of hits here may be higher or lower than overall.

How did Cc1ccc(-c2n[nH]c(=O)c3ccccc23)cc1S(=O)(=O)NC(C)(C)C do in these assays?
TrxR1 substrate: 3%; TRHR agonist: -0.8; Pin1 inhibitor: -3%; D2 agonist: -0.2; TRHR enhancer: -2; D2 antag: 2; USP1 inh: -24%; IDH1 R132H inh: -12%; rTrxR1 inhibitor: 17%

What do the screens show for `Cc1ccc(NC(=O)CC2(CC(=O)O)CCCC2)cc1`?
TrxR1 substrate: 10%[57.1 µM]; TRHR agonist: 0.3; Pin1 inhibitor: 9%; D2 agonist: 0.5; TRHR enhancer: 9; D2 antag: -6; USP1 inh: -18%; IDH1 R132H inh: 4%; rTrxR1 inhibitor: 8%[57.1 µM]

Results for CCOC(=O)c1c(NC(=O)/C=C/c2ccc(C)cc2)sc(C(C)=O)c1C ?
TrxR1 substrate: -9%; TRHR agonist: -0.6; Pin1 inhibitor: -4%; D2 agonist: 0.8; TRHR enhancer: -2; USP1 inh: 3%; IDH1 R132H inh: -1%; rTrxR1 inhibitor: -5%

What do the screens show for `CNS(=O)(=O)c1cn(CC(=O)N2CCN(c3ccccc3F)CC2)cc1S(=O)(=O)NC`?
TrxR1 substrate: 11%; TRHR agonist: -1.1; Pin1 inhibitor: -3%; D2 agonist: -0.4; TRHR enhancer: 2; USP1 inh: -14%; IDH1 R132H inh: -14%; rTrxR1 inhibitor: 34%

Results for Cc1noc(NS(=O)(=O)c2ccc(NC(=O)c3cc4ccccc4o3)cc2)c1C ?
TrxR1 substrate: -3%; Pin1 inhibitor: -1%; USP1 inh: -19%; IDH1 R132H inh: 0%; rTrxR1 inhibitor: 19%[57.1 µM]

What do the screens show for `COc1ccc(C)cc1S(=O)(=O)N(C)CC(N)=O`?
TrxR1 substrate: 8%; TRHR agonist: 0.7; Pin1 inhibitor: 3%; D2 agonist: 0.8; TRHR enhancer: 2; D2 antag: 1; USP1 inh: 9%; IDH1 R132H inh: -2%; rTrxR1 inhibitor: 23%

How did CC(C)NC(=O)Cn1c(SCC(=O)N2CCCCCC2)nc2ccccc21 do in these assays?
TrxR1 substrate: 0%; TRHR agonist: -0.3; Pin1 inhibitor: 7%; D2 agonist: 0.2; TRHR enhancer: 1; D2 antag: 1; USP1 inh: -4%; IDH1 R132H inh: -8%; rTrxR1 inhibitor: 23%

How did CCn1cc(Br)c(C(=O)Nc2cccc(SC)c2)n1 do in these assays?
TrxR1 substrate: -1%; TRHR agonist: -0.8; Pin1 inhibitor: inconclusive; D2 agonist: -0.8; TRHR enhancer: 0; D2 antag: -4; USP1 inh: -7%; IDH1 R132H inh: 0%; rTrxR1 inhibitor: 4%

What do the screens show for `CCC1(c2ccccc2)NC(=O)N(CC(=O)N2CC(=O)Nc3ccccc32)C1=O` (stereo not drawn)?
TrxR1 substrate: -4%; TRHR agonist: 0.0; Pin1 inhibitor: inconclusive; D2 agonist: 1.6; TRHR enhancer: -4; D2 antag: -2; USP1 inh: 1%; IDH1 R132H inh: -1%; rTrxR1 inhibitor: 0%

Results for O=C(COc1ccccc1F)Nc1cc(S(=O)(=O)Nc2cccc(Cl)c2)ccc1O ?
TrxR1 substrate: -3%; TRHR agonist: 0.7; Pin1 inhibitor: 9%; TRHR enhancer: 2; D2 antag: -23; USP1 inh: -26%; IDH1 R132H inh: -4%; rTrxR1 inhibitor: 14%

What do the screens show for `Cc1ccc2nc(Nc3ccc(F)cc3)c3nncn3c2c1`?
TrxR1 substrate: 27%; TRHR agonist: -1.3; Pin1 inhibitor: 24%; D2 agonist: -2.7; TRHR enhancer: 7; D2 antag: -18; USP1 inh: inconclusive; IDH1 R132H inh: 10%; rTrxR1 inhibitor: 28%

How did Cc1onc(C(=O)Nc2ccccc2C(F)(F)F)c1[N+](=O)[O-] do in these assays?
TrxR1 substrate: -2%; TRHR agonist: -1.1; Pin1 inhibitor: 6%; D2 agonist: -0.1; TRHR enhancer: 6; D2 antag: 23; USP1 inh: -11%; IDH1 R132H inh: -2%; rTrxR1 inhibitor: 8%

Molecules above with an aryl thioether with sulfur outside any ring (2):
How did CC(C)NC(=O)Cn1c(SCC(=O)N2CCCCCC2)nc2ccccc21 do in these assays?
TrxR1 substrate: 0%; TRHR agonist: -0.3; Pin1 inhibitor: 7%; D2 agonist: 0.2; TRHR enhancer: 1; D2 antag: 1; USP1 inh: -4%; IDH1 R132H inh: -8%; rTrxR1 inhibitor: 23%

How did CCn1cc(Br)c(C(=O)Nc2cccc(SC)c2)n1 do in these assays?
TrxR1 substrate: -1%; TRHR agonist: -0.8; Pin1 inhibitor: inconclusive; D2 agonist: -0.8; TRHR enhancer: 0; D2 antag: -4; USP1 inh: -7%; IDH1 R132H inh: 0%; rTrxR1 inhibitor: 4%

Additional structures:
What do the screens show for `COc1ccc(-n2ncc(C(=O)N3CCc4ccccc4C3)c2C2CCN(C(=O)OC(C)(C)C)CC2)cc1`?
TrxR1 substrate: 1%; TRHR agonist: -0.2; Pin1 inhibitor: -1%; D2 agonist: 0.4; TRHR enhancer: 18; USP1 inh: -28%; IDH1 R132H inh: -4%; rTrxR1 inhibitor: -3%

Results for CCC(C)[C@@H](N)C(=O)N/N=C/c1cccc2nccnc12 (stereo partly drawn) ?
TrxR1 substrate: 3%[57.1 µM]; TRHR agonist: 0.3; Pin1 inhibitor: -1%; D2 agonist: 0.7; TRHR enhancer: 4; D2 antag: -5; USP1 inh: -11%; IDH1 R132H inh: 1%; rTrxR1 inhibitor: 0%[57.1 µM]

How did O=C(CSc1nnc(Cc2cc(=O)[nH]c(=O)[nH]2)n1-c1ccc(F)cc1)NC1CCCC1 do in these assays?
TrxR1 substrate: -3%; TRHR agonist: 0.4; Pin1 inhibitor: inconclusive; D2 agonist: -0.9; TRHR enhancer: 1; D2 antag: 4; USP1 inh: -21%; IDH1 R132H inh: -6%; rTrxR1 inhibitor: 11%[57.1 µM]

How did CCOC(=O)c1nnn(C(CC)C(=O)Nc2c(C)cccc2C)c1C(=O)OCC (stereo not drawn) do in these assays?
TrxR1 substrate: -2%; TRHR agonist: -0.2; Pin1 inhibitor: -4%; TRHR enhancer: -3; USP1 inh: -17%; IDH1 R132H inh: 5%; rTrxR1 inhibitor: 3%

How did C=CCNC(=O)C1CC=CCC1C(=O)O (stereo not drawn) do in these assays?
TrxR1 substrate: 8%; TRHR agonist: 0.3; Pin1 inhibitor: -1%; D2 agonist: 0.3; TRHR enhancer: 3; D2 antag: -2; USP1 inh: -6%; IDH1 R132H inh: 3%; rTrxR1 inhibitor: 10%

Results for O=C(Nc1ccccc1)Nc1nc(-c2ccccc2)cs1 ?
TrxR1 substrate: 1%; TRHR agonist: 2.0; Pin1 inhibitor: -6%; D2 agonist: 1.6; TRHR enhancer: -2; D2 antag: -11; USP1 inh: -24%; IDH1 R132H inh: 9%; rTrxR1 inhibitor: 21%

What do the screens show for `Cc1sc(NC(=O)c2ccccc2)c(C#N)c1-c1ccccc1`?
TrxR1 substrate: 11%[57.1 µM]; TRHR agonist: 0.5; Pin1 inhibitor: 11%; D2 agonist: 0.7; TRHR enhancer: -4; D2 antag: -11; USP1 inh: -21%; IDH1 R132H inh: 4%; rTrxR1 inhibitor: 11%[57.1 µM]

What do the screens show for `CC1C(=O)N2CCCc3cc(NC(=O)C(=O)NCCc4c[nH]c5ccccc45)cc1c32` (stereo not drawn)?
TrxR1 substrate: -6%; TRHR agonist: -0.7; Pin1 inhibitor: 18%; D2 agonist: -0.4; TRHR enhancer: -6; D2 antag: 10; USP1 inh: -14%; IDH1 R132H inh: 5%; rTrxR1 inhibitor: -13%

What do the screens show for `O=C(Oc1ccc(Cl)c2cccnc12)c1ccco1`?
TrxR1 substrate: 6%; TRHR agonist: -0.1; Pin1 inhibitor: 12%; D2 agonist: -0.1; TRHR enhancer: -5; D2 antag: -10; USP1 inh: -14%; IDH1 R132H inh: 0%; rTrxR1 inhibitor: 21%

What do the screens show for `O[C@@H]1CN(C2CCCCC2)CC[C@H]1N1CCN(CCc2ccccc2)CC1`?
TrxR1 substrate: 3%; TRHR agonist: -0.1; Pin1 inhibitor: -1%; TRHR enhancer: -6; USP1 inh: -2%; IDH1 R132H inh: -2%; rTrxR1 inhibitor: 10%

What do the screens show for `CCOc1ccccc1N1CC(C(=O)NC2CCCCCC2)CC1=O` (stereo not drawn)?
TrxR1 substrate: 4%; Pin1 inhibitor: -3%; USP1 inh: -8%; IDH1 R132H inh: 1%; rTrxR1 inhibitor: 10%

Results for O=C(Nc1ccc(F)c(F)c1)c1ccc2c(c1)OCO2 ?
TrxR1 substrate: 0%; TRHR agonist: 0.1; Pin1 inhibitor: -7%; D2 agonist: -0.4; TRHR enhancer: 1; D2 antag: 1; USP1 inh: -4%; IDH1 R132H inh: 7%; rTrxR1 inhibitor: 18%

What do the screens show for `CC(C)(C)c1cc(CCC(=O)NNC(=O)c2ccco2)cc(C(C)(C)C)c1O`?
TrxR1 substrate: 0%; TRHR agonist: -1.2; Pin1 inhibitor: -8%; D2 agonist: -1.9; TRHR enhancer: 1; D2 antag: 0; USP1 inh: -12%; IDH1 R132H inh: 3%; rTrxR1 inhibitor: 9%

How did CCOC(=O)C1=C(COC(=O)/C=C/c2ccccc2Cl)NC(=O)NC1C (stereo not drawn) do in these assays?
TrxR1 substrate: -5%; TRHR agonist: 1.1; Pin1 inhibitor: -9%; D2 agonist: 0.4; TRHR enhancer: 0; D2 antag: -6; USP1 inh: -17%; IDH1 R132H inh: 9%; rTrxR1 inhibitor: -10%

How did COc1cc(CNn2c(C)n[nH]c2=S)cc(Cl)c1OCc1ccccc1 do in these assays?
TrxR1 substrate: -8%; TRHR agonist: -0.5; Pin1 inhibitor: 1%; D2 agonist: 1.0; TRHR enhancer: 4; D2 antag: 17; USP1 inh: -11%; IDH1 R132H inh: 2%; rTrxR1 inhibitor: -20%

Source: PubChem BioAssay (National Center for Advancing Translational Sciences (NCATS))
